# MLL CXXC-DNA inh = inhibitors of human MLL CXXC domain-DNA interaction. AID 2662. hit rate 0.037% among 290,000. Q03164. Potency, µM (doses to about 115 µM), for inactives: top-dose activity change, negative = inhibition, usual class: inhibitors. MLL-CXXC / FITC-HOXA9 DNA fluorescence polarization; active = well fitted inhibition curve with a large enough effect in the polarisation, with a control signal flat, not every such curve was filed as active; inconclusive = small, poorly fitted or top-dose-only effect, or effect the other way, or a change in a side signal; inactive = no such curve, though single readings can be large or run the other way; the % refers to the polarisation; note: potency is the fitted concentration of half-maximal effect
#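 Fluorescence polarization: 7 uM MLL-CXXC (stock) preincubated 5 min with compounds, then 50 nM fluorescein-HOX-A9 DNA (stock) added; 30 min ambient. Buffer 50 mM Tris-HCl pH 7.5, 50 mM NaCl, 1 mM DTT, 0.05% BSA.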
# TRPV1 ag = agonists of human vanilloid receptor 1 (TRPV1); TRPV1-expressing cells, Fluo-8 calcium influx, agonist mode; activation, % at 8.33 µM; hit rate 0.19% among 320,000; AID 540275; in the data active = activation above about 80%; inconclusive = between about 30% and that limit; note: 0% is about no effect
#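 TRPV1-expressing cells were cultured overnight at 35.5C and loaded with Fluo-8 calcium dye for 40 to 90 min at room temperature. After a 10 s baseline, compound was added and calcium influx was read kinetically for 3 min (ex 480/em 520 nm).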
# MBNL1 CUG block = inhibitors of human MBNL1 binding to CUG repeat RNA; Q9NR56; TR-FRET MBNL1-His/biotin-(CUG)12 binding, 665/545 ratio; Potency, µM (titrated, usually from 57.5 µM), for inactives: top-dose activity change, negative = inhibition, most hits filed as inhibitors; hit rate 0.036% among 280,000; AID 2675; active = well fitted inhibition curve with a large enough effect in the signal ratio, with a control signal flat, not every such curve was filed as active; inconclusive = small, poorly fitted or top-dose-only effect, or effect the other way, or a change in a side signal; inactive = no such curve, though single readings can be large or run the other way; the % refers to the signal ratio; note: potency is the fitted concentration of half-maximal effect; % is set by controls: 0 for no effect and ±100 for the full control effect
# Target sequence (Q9NR56 whole entry, looked up): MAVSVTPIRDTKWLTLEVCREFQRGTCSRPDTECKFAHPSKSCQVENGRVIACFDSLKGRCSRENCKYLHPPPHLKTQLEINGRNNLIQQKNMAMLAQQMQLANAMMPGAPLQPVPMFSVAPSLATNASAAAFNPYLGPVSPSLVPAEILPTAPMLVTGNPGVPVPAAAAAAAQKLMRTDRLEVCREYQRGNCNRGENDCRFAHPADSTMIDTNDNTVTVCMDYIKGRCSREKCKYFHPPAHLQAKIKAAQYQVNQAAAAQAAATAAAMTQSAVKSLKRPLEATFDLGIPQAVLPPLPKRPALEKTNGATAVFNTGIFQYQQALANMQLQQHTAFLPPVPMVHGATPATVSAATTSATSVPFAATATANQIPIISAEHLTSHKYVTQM
#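 His-tagged MBNL1 binding to biotinylated (CUG)12 RNA was measured by TR-FRET using terbium anti-His antibody (0.055 ng/ul final) and streptavidin-XL665 (5 nM final). Compounds were titrated 92 nM to 58 uM; 60 min at room temperature.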
# GALK inh = blocks human galactokinase activity. P51570. Purified GALK, Kinase-Glo residual ATP luminescence. Potency, µM (doses to about 57.5 µM), without a hit: at the top dose activity change, negative = inhibition, usual class: inhibitors. hit rate 0.007% among 270,000; note: potency is the fitted concentration of half-maximal effect; % is set by controls: 0 for no effect and ±100 for the full control effect
#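 Luminescence from leftover ATP (Ultra-Glo luciferase/luciferin) served as read-out after a 1 h room-temperature reaction of 5 nM GALK with 35 uM ATP and 100 uM galactose.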
# AT treatment = potential ataxia-telangiectasia treatment. […] A-T fibroblasts, KAP-1 phosphorylation AlphaLISA; neocarzinostatin DNA damage 30 min before lysis. Potency, µM (highest dose often 57.5 µM), for inactives: top-dose activation, usual class: activators. hit rate 0.19% among 320,000. AID 485349; note: potency is the fitted concentration of half-maximal effect; % of control where 0% means no effect; nearly all actives have a fitted effect of over 45% in size
#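 hTERT-immortalized A-T patient fibroblasts ([…]), 500 cells/well in OPTI-MEM, 1% FBS, got compounds for 60 min, then NCS for 30 min at 37C. Lysates were then assayed for phospho-KAP-1 by AlphaLISA (anti-pKAP1 donor, anti-KAP1 acceptor beads), 6 hr at 25C.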
# a7 integrin act = integrin-mediated muscular dystrophy alleviation activation; alpha7betagal myoblasts, beta-gal FDG fluorescence, 48 h; Potency, µM (titrated, usually from 38.3 µM), inactives show at the top dose activation, actives largely listed as activators; hit rate 0.064% among 350,000; AID 624291;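 note: potency is the fitted concentration of half-maximal effect; 100% = response of the positive control SU9516; nearly all actives have a fitted effect of over 60% in size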
#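 alpha7betagal+/- myoblasts (passage 13, 250/well) treated 48 h at 37C with compounds at 1:260 dilution of DMSO stock. Lysed, then beta-galactosidase activity read as FDG fluorescence (ex 480/em 540) after 30 min, with pre-read for autofluorescence.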
# ASM inhibitor = human S-ASM enzyme inhibition; Potency, µM (titrated, usually from 57.5 µM), for inactives: at the highest dose activity change, negative = inhibition, usual class: inhibitors; AID 504937; placental ASM, HMU-PC fluorogenic substrate, 60 min; hit rate 0.006% among 340,000; P17405; note: potency is the fitted concentration of half-maximal effect
# Target sequence (P17405 47-631 limits assumed): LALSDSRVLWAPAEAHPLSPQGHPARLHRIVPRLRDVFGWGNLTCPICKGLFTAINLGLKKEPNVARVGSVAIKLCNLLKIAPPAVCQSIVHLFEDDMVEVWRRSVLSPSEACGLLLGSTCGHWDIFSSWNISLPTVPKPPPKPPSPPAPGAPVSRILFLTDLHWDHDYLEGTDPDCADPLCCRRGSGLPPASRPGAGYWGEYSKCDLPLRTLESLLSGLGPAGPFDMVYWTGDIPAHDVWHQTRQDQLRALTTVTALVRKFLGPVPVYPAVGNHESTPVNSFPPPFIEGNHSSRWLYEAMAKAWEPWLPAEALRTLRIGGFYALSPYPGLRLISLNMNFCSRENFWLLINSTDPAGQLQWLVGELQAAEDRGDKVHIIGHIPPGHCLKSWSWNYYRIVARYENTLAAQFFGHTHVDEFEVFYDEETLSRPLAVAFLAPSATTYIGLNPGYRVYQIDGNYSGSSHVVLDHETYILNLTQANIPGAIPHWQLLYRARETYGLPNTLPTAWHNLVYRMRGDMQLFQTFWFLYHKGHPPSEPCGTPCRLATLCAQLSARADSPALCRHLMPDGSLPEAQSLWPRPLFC
#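 Fluorogenic HMU-PC substrate (9 uM final) is turned over by placental ASM in 60 min at 37 C after a 10 min compound preincubation. Reaction ended by alkaline stop (pH 10), with fluorescence read at 386/447 nm.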
# hERG WT inh = KCNH2 (human, wildtype) channel inhibition; hit rate 0.37% among 340,000; Q12809; activity change, % at 1.84 µM; AID 720551; U2OS, BacMam KCNH2, thallium flux FluxOr; active compounds read low;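 active = maximum activity change below -70%; inconclusive = maximum activity change between -70% and -50%; inactive = maximum activity change above -50%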; note: % is set by controls: 0 for no effect and ±100 for the full control effect
#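 U2OS cells were transduced with wild-type KCNH2 virus (2.03 x 10^8 / mL) for 4 h at room temperature, then cultured overnight at 37 C. Thallium flux was read with FluxOr dye. Rate constants were normalized to DMSO controls.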
# KCNH2 3.1 block = blocks the human KCNH2 3.1 channel isoform; AID 720553; U2OS KCNH2 3.1, thallium flux FluxOr; active compounds read low; hit rate 0.95% among 340,000; activity change, % (tested at about 1.8 µM);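 active = maximum activity change below -70%; inconclusive = maximum activity change from -70% to -50%; inactive = maximum activity change above -50%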;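 note: thallium influx rate constant from kinetic fluorescence after stimulation buffer; % is set by controls: 0 for no effect and ±100 for the full control effect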
#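 Normalized rate constant (relative to positive and negative DMSO controls) derived from a 2 min kinetic fluorescence read after stimulation; U2OS cells expressing the 3.1 isoform via virus at 1.77 x 10^8 /mL.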
# FBPA coupling cs = counter-screen for Giardia aldolase inhibitors: coupling enzyme system | coupling enzyme system counterscreen, AmpLite Red fluorescence | activity change, negative = inhibition, % at 58.2 µM, hits read low | hit rate 0.67% among 290,000 | AID 2472; in the data active = activity change below about -30%; note: % is set by controls: 0 for no effect and ±100 for the full control effect
#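 Counterscreen lacking aldolase: glyceraldehyde-3-phosphate coupling-enzyme reagent preincubated 10 min at RT with compound (at 57.5 uM final), then substrate/coupling system with AmpLite Red added; fluorescence read at 525/598 nm after 20 min RT.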
# * marks the source's active call; other numbers are inactive results; ? = inconclusive; · = not tested or not shown; [ ] = remark or other dose. Unless noted, calls come from the whole dose curve; as a rule, active = well fitted curve in the direction sought with a large enough effect; inconclusive = small, poorly fitted or top-dose-only effect, or another doubt; inactive = no such curve, though single readings can be large; an effect the other way counts as inactive or inconclusive. Rows are unselected; 2% or so of the library scored in one or more.
SMILES	MLL CXXC-DNA inh	TRPV1 ag	MBNL1 CUG block	GALK inh	AT treatment	a7 integrin act	ASM inhibitor	hERG WT inh	KCNH2 3.1 block	FBPA coupling cs
Cc1cc(C)c(-c2cc(C(=O)Nc3cc(C)ccc3C)[nH]n2)c(O)c1	-16.0%	-0.5	-4.8%	1.1%	-11.4%	-0.5%	-1.1%	-0.2	-0.8	0.0
O=C(Nc1nc2c(F)cc(F)cc2s1)C1CC(=O)N(Cc2ccco2)C1 (stereo not given)	-2.5%	2.3	·	-16.3%	-11.8%	6.5%	-0.3%	4.2	-6.1	-3.8
CCOc1ccc(NC(=O)Nc2ccc(NC(C)=O)cc2)cc1	-12.8%	?	1.0%	8.3%	3.4%	12.0%	-2.6%	9.5	-7.6	2.7
CCNC(=O)c1cc(S(=O)(=O)N2CCSCC2)ccc1OC	-3.4%	6.2	-4.6%	4.9%	-1.4%	0.0%	5.5%	-6.5	19.6	3.6
COC(=O)C(Cc1ccccc1)NC(=O)CCC(=O)NC(C)CCc1ccccc1 (stereo not given)	-17.5%	0.1	-9.3%	1.9%	0.4%	7.0%	3.9%	-20.2	-6.3	5.0
COc1ccc(C)cc1S(=O)(=O)NCCN1CCOCC1	6.3%	-1.0	-1.7%	-1.8%	-13.6%	22.2%	0.7%	-15.9	2.6	2.2
CCOc1ccc(C(=O)NC(=S)Nc2ccc(NC(=O)CC)cc2)cc1[N+](=O)[O-]	0.1%	2.3	8.8%	0.1%	2.7%	23.8%	-5.3%	-2.5	-11.8	0.6
CCO[C@@H]1OC(C(=O)N2CCN(C)CC2)=C[C@H](C2CCCCC2)[C@H]1CCCO	8.3%	3.8	-1.1%	-1.3%	-15.0%	0.1%	5.1%	·	·	0.3
O=S(=O)(c1ccc2ccccc2c1)n1cccn1	23.9%	4.6	1.9%	-0.6%	1.2%	-14.8%	2.2%	15.7	0.3	·
COC(=O)C1CCN(S(=O)(=O)c2ccc(OC)cc2)CC1	-0.2%	0.4	-4.3%	1.3%	-1.8%	4.3%	3.3%	-8.5	1.6	-0.8
O=C(NCCCN1CCCC1=O)c1ccc2c(c1)NC(=O)c1ccccc1S2	-5.9%	0.5	4.1%	1.4%	4.3%	24.3%	-3.9%	-2.7	6.8	0.1
O=[N+]([O-])c1ccccc1C=CC=NN=Cc1ccccc1O	·	·	·	·	·	29.5%	-3.1%	-2.0	-17.8	·
Cc1ccc(Nc2ccc(C(=O)NCCc3ccccc3)cn2)cc1	8.0%	1.5	·	2.3%	0.7%	11.5%	-2.4%	2.4	-5.2	-1.2
CC1=CC(C)(C)Nc2ccc(OC(=O)CN3C(=O)c4cccc5cccc(c45)C3=O)cc21	2.4%	-3.3	22.2%	1.1%	8.8%	-67.8%[inhibitor]	-3.4%	-1.2	4.9	-53.9*
CN1CCN(c2nc3c(c(=O)n(C)c(=O)n3C)n2Cc2ccccc2F)CC1	1.4%	0.5	-8.8%	4.5%	-3.3%	-12.4%	8.1%	-0.1	-16.5	0.7
Cc1cc(C)nc(NC(=O)c2ccc(Cl)cc2Cl)n1	13.3%	-1.6	10.2%	1.0%	-4.8%	10µM*	2.8%	-0.5	-6.5	2.0
COc1cccc(NC(=O)Cn2cc(C=O)c3ccccc32)c1	3.7%	-3.2	-8.3%	-3.4%	1.9%	8.7%	1.2%	-1.6	0.1	-0.3
Cc1ccccc1NS(=O)(=O)CCCCC(Cl)(Cl)Cl	8.6%	19.8	-7.7%	-0.8%	-3.8%	18.7%	-2.9%	3.3	15.9	0.6
COc1cccc(N2CC(NS(=O)(=O)c3ccc4ccccc4c3)CC2=O)c1 (stereo not given)	·	-0.6	·	·	-18.1%	13.6%	?	2.5	10.7	·
COc1ccccc1/C=c1\sc2nc(-c3ccccc3OC)nn2c1=O	-4.8%	-5.7	3.6%	-0.8%	1.0%	27.9%	-6.5%	-1.3	-15.7	11.6
Cc1ccc(CNC(=O)CCS(=O)(=O)c2ccc3c(c2)NC(=O)CS3)cc1	30.6%[activator]	0.2	-1.2%	-2.3%	1.4%	30.2%	3.5%	-17.8	6.5	·
C/C(=N\Nc1nncc2ccccc12)c1ccc(OCC(=O)N(C)C)cc1	42.3%[activator]	-0.9	?	-0.3%	2.6%	-3.6%	-9.9%	4.8	-3.7	1.2
Cc1ccsc1-c1n[nH]c(=S)n1C1CCCCC1	-8.2%	1.6	2.8%	0.7%	27.0%	?	5.0%	15.3	2.4	-1.6
CCC(NC(=O)Cc1cccs1)c1ccccc1 (stereo not given)	5.5%	4.5	-3.3%	6.6%	2.1%	-3.1%	1.6%	15.8	14.8	5.0
COC(=O)N/N=C\c1cccc(OC(=O)c2cccs2)c1	149.8%[activator]	9.7	14.8%	0.0%	-1.9%	32.4%	-0.9%	-6.8	-7.2	-0.4
COc1ccc(CC(=O)NC(C)c2ccc3ccccc3c2)cc1 (stereo not given)	2.7%	?	7.5%	1.4%	2.7%	11.8%	-3.4%	-5.3	-2.7	3.6
CC(=O)N1CCN(C(=O)CCc2cc(C(C)(C)C)c(O)c(C(C)(C)C)c2)CC1	-11.8%	-5.7	-2.0%	-3.6%	12.7%	0.0%	1.2%	3.6	·	·
CCCSc1nc2c(cnn2-c2ccc(F)cc2)c(=O)[nH]1	10.2%	-5.3	1.4%	-0.1%	-8.1%	-10.7%	-1.0%	-32.4	9.8	2.8
CC(=O)C1(O)C(C)CC2C3CC=C4CC(O)CCC4(C)C3CCC21C (stereo not given)	·	·	·	·	·	-13.4%	2.6%	-2.0	-0.6	·
CCCN(CCC)C(=O)CSc1nc2n[nH]c(C)c2c(=N)n1-c1ccc(OCC)cc1	-5.6%	-2.6	-7.8%	-1.4%	-1.4%	11.9%	-21.4%	-1.5	-17.8	-7.0

# Next section.
SMILES	MLL CXXC-DNA inh	TRPV1 ag	MBNL1 CUG block	GALK inh	AT treatment	a7 integrin act	ASM inhibitor	hERG WT inh	KCNH2 3.1 block	FBPA coupling cs
CNC(=O)N(O)C1N(C)C(=O)N(CC(=O)OC)C1(C)C (stereo not given)	1.9%	-3.5	-7.6%	-2.2%	10.7%	27.3%	0.9%	7.1	10.9	-0.2
CCC(=O)Oc1ccc(C(CC)C(CC)c2ccc(OC(=O)CC)cc2)cc1 (stereo not given)	-8.4%	10.4	-20.8%	·	24.9%	·	-4.1%	1.5	3.2	1.4
COc1cc(OC)cc(C(=O)N2c3ccc(F)cc3CCC2C)c1 (stereo not given)	-5.3%	16.2	-0.7%	0.0%	2.2%	9.3%	-0.4%	4.1	-6.6	-0.7
COc1cccc(-n2c(SCC(=O)c3c[nH]c4ccccc34)nc3ccccc3c2=O)c1	14.2%	3.6	·	1.1%	-2.3%	5.8%	-9.5%	·	4.0	1.3
CCCC1Cc2c(sc3nc(SC)nc(N)c23)CO1 (stereo not given)	-12.3%	15.7	2.7%	-0.5%	1.2%	2.1%	-3.8%	4.3	-7.0	1.2
COc1ccccc1CC1(C)NC(=O)N(CC(=O)N2CCc3ccccc3C2)C1=O (stereo not given)	-6.4%	0.3	0.2%	2.4%	6.5%	?	0.1%	0.4	-4.1	0.5
COc1ccccc1C(=O)O/N=C1/CCCc2c1ccc(OC)c2[N+](=O)[O-]	0.8%	11.5	14.6%	-1.4%	13.5%	-0.5%	-7.3%	4.6	-3.2	0.2
O=C(NCC1CCCO1)c1ccc2c(c1)N(Cc1ccccc1)C(=O)CS2 (stereo not given)	4.5%	?	-2.6%	7.6%	8.8%	-3.8%	-0.9%	3.6	-3.3	1.5
CC(=O)Nc1ccc(NC(=O)c2ccc(Cl)c(S(=O)(=O)N3CCc4ccccc43)c2)cc1	·	·	·	·	·	-22.2%	-5.3%	2.1	-9.8	·
O=C(/C=N/O)Nc1cccnc1	2.4%	0.2	-6.6%	-2.1%	7.8%	0.0%	0.7%	-1.7	-9.9	0.9
O=C(c1ccccc1)c1c[nH]c2ccccc12	2.1%	8.2	-14.7%	0.7%	-2.2%	4.2%	-2.7%	-0.9	1.3	-0.1
O=C(CN1CCN(c2ccccc2Cl)CC1)NC1CCCc2ccccc21 (stereo not given)	-3.1%	19.4	2.5%	2.1%	3.3%	0.0%	-0.9%	-3.6	0.2	-0.4
Cc1ccccc1CC(=O)NCc1cccnc1	-2.7%	0.7	-2.5%	-1.5%	7.0%	19.5%	0.4%	-0.8	6.6	0.9

# High-throughput results from PubChem.
